# Source: PubChem BioAssay (several laboratories)
# SARS 3CLpro inh = SARS-CoV 3CLpro protease inhibition. 290,000 compounds, 0.14% hits. recombinant SARS-CoV 3CLpro, quenched FRET peptide cleavage. P0C6X7. AID 1706. inhibition, % at 6 µM; in the data active = inhibition above about 12%
# Rv3671c protease = inhibits the M. tuberculosis serine protease Rv3671c. 320,000 compounds, 0.048% hits. inhibition, % at 5.96 µM. AID 2606. P9WHR9; in the data active = inhibition above about 38%;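 also: extracellular domain of Rv3671c used as enzyme; 0% = enzyme with DMSO and 100% = no enzyme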
# PriA SSB inh = blocks PriA binding to SSB C-terminal tail. AlphaScreen SSBct-PriA binding, biotinylated peptide. inhibition, % at 33 µM. 430,000 compounds, 0.6% hits. AID 1272365; in the data active = inhibition mostly above about 37%, no sharp cut-off; inactive = mostly below about 20%;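 also: plate controls were negative control peptide for no effect and reference peptide for full effect; strong numbers were not always called active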
# Mtb UGM inh = Mtb UDP-galactopyranose mutase inhibition; 320,000 compounds, 0.06% hits; AID 504406; purified UGM, fluorescence polarization probe displacement; inhibition, % at 10 µM; in the data active = inhibition above about 10%, passing the limit was not always enough
# Target sequence (P9WIQ1 whole entry, looked up): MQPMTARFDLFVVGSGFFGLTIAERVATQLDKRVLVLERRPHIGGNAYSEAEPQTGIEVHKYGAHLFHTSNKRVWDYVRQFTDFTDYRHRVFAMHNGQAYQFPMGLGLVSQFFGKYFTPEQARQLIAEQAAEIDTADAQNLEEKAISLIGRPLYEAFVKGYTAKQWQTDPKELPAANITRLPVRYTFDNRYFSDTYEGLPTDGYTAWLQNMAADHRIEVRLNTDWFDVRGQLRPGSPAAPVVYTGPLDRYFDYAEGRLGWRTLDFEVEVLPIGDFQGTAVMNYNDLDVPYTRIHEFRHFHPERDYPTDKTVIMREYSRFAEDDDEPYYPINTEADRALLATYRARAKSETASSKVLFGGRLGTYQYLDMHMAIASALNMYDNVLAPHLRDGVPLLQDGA
# GDH-TPI inh = GDH-TPI coupled enzyme inhibition counter-screen | AID 588335 | GDH-TPI coupled enzyme counterscreen, NADH absorbance | 360,000 compounds, 1.2% hits | inhibition, % at 4.8 µM; in the data active = inhibition above about 30%;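 also: 0% = DMSO wells and 100% = wells lacking the enzyme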
# BH1578 lux ind = induces V. cholerae light production without autoinducers. V. cholerae BH1578 lux reporter, luminescence, 6 h. activation, % at 18.7 µM. 350,000 compounds, 0.16% hits; in the data active = activation mostly above about 9.7%, no sharp cut-off; also: not every result past the cut was called active; inactives centre near 0; reference of the scale not given here
# MazF activator = increases E. coli MazEF RNase cleavage of RNA. 350,000 compounds, 0.32% hits. activation, % at 20 µM. AID 504720. FAM/BHQ RNA-DNA oligo cleavage fluorescence, 5 h; in the data active = activation above about 50%
# Target sequence (P0AE70 whole entry, looked up): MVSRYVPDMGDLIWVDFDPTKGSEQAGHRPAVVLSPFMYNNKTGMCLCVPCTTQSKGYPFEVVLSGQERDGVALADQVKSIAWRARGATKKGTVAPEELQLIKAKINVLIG
# Mtb FBA inh = inhibitors of M. tuberculosis fructose-bisphosphate aldolase. P9WQA3. purified M. tuberculosis FBA, fluorescence read-out. inhibition, % at 1 µM. 360,000 compounds, 2.3% hits. AID 588726; in the data active = inhibition above about 27%;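 also: 0% = vehicle and 100% = reference inhibitor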
# Target sequence (P9WQA3 whole entry, looked up): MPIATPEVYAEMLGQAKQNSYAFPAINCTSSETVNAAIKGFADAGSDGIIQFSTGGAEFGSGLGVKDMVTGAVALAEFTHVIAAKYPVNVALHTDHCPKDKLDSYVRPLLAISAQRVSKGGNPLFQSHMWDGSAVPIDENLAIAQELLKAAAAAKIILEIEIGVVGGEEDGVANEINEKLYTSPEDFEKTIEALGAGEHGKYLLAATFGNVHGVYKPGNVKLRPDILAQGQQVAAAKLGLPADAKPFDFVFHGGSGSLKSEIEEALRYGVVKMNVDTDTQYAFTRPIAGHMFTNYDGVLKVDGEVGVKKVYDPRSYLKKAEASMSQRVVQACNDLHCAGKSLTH
# VHR inh abs = DUSP3 (human) phosphatase inhibition; P51452; recombinant VHR phosphatase, pNPP absorbance; inhibition, % at 13.3 µM; 290,000 compounds, 0.52% hits; AID 1654; in the data active = inhibition above about 50%; also: some compounds called inactive have numbers as strong as hits
# Target sequence (P51452 whole entry, looked up): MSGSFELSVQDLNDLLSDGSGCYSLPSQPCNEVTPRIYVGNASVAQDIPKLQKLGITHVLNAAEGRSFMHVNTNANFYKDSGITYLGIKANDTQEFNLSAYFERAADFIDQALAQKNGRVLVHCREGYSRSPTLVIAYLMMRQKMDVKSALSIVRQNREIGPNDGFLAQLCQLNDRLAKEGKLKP
# BioA inh = blocks M. tuberculosis BioA enzyme activity. purified M. tuberculosis BioA enzyme, plate reader. inhibition, % at 9.99 µM. 360,000 compounds, 0.096% hits; in the data active = inhibition above about 40%
# Numbers without * were called inactive; i = inactive; x = no result given; & = joins results of further samples. Only part of the results is shown; the hit share may differ from the screen's.
SMILES,SARS 3CLpro inh,Rv3671c protease,PriA SSB inh,Mtb UGM inh,GDH-TPI inh,BH1578 lux ind,MazF activator,Mtb FBA inh,VHR inh abs,BioA inh
CCNC(=O)CSc1ncnc2sccc12,-0.8,5.7,-10.5,2.0,-0.8,-3.6,-1.6,0.0,16.6,2.3
C=CCc1cc(C)ccc1OCCOCCC(C(=O)OCC)C(=O)OCC,-1.3,4.2,-64.4,0.7,1.1,-0.1,-7.7,1.4,-6.7,x
O=[N+]([O-])c1ccc(Oc2cccc3cccnc23)c(Cl)c1,-3.2,4.1,18.8,-1.3,9.5,-0.6,-12.3,0.0,61.6,-0.6
CCOC(=O)/C(C#N)=C/Nc1cc(C(C)(C)C)sc1C(C)=O,-0.4,0.8,x,1.4,18.3,-0.4,-11.8,-0.6,1.7,x
C=CCn1c(COc2ccc(F)cc2)nnc1SCC(=O)N1CC(=O)Nc2ccccc21,6.3,4.4,3.6,-3.5,-8.7,0.9,-6.6,4.8,8.1,38.3
Cc1noc(C)c1CN1C(=O)c2ccccc2C1=O,7.3,-10.6,-8.1,1.5,-1.4,6.2,3.5,0.5,41.5,1.5
CCC(O)C1CCN(C(=O)c2cc(COc3ccc4ncccc4c3)on2)CC1 (centres undefined),1.0,0.0,-8.8,1.9,-1.9,i,18.4,1.3,17.3,x
O=c1[nH]c2ccc(NS(=O)(=O)c3ccc4ccccc4c3)cc2[nH]1,2.6,13.8,-0.3,-2.3,6.5,i,4.0,4.2,17.6,0.8
COCC(=O)NC1CC2CCC(C1)N2C(=S)Nc1ccccc1C(=O)OC (centres undefined),1.0,-4.3,5.8,-1.5,5.7,-0.7,4.5,5.0,-7.4,x
COC(=O)[C@H](Cc1ccccc1)NC(=O)N1CCC(C)CC1,3.0,-9.9,-1.6,0.2,3.1,-0.2,-11.3,-0.4,35.0,0.4
CCCCn1c(N)c(N(CCOC)C(=O)c2ccc(N(C)S(=O)(=O)c3ccc(C)cc3)cc2)c(=O)[nH]c1=O,x,-5.0,-17.9,1.4,-8.6,-0.7,3.1,-1.4,x,x
O=C1/C(=C\c2ccco2)SC(=S)N1C1CCCCC1,-2.4,-2.3,x,1.1,x,x,x,x,21.9,x
N=c1sccn1CC(=O)Nc1ccc(S(N)(=O)=O)cc1,-2.6,-1.3,-3.8,4.4,-2.4,-0.5,-1.4,-1.1,39.7,-0.8
O=C1COc2ccc(C(=O)NCc3ccco3)cc2N1,-2.6,-1.8,-1.5,1.1,6.5,i,0.8,1.9,6.0,-0.2
Cc1c(Cl)sn(-c2ccc(Cl)cc2)c1=O,1.2,x,-21.9,x,-2.9,-0.5,7.3,1.5,2.1,-0.3
CN(C)c1nc(-c2ccccn2)nnc1-c1ccccc1,-1.6,0.0,97.7*,0.4,4.5,0.0,1.8,2.3,24.4,0.6
COC(=O)CSc1cc([N+](=O)[O-])ccc1NC(=O)OC,4.0,-8.8,-1.8,0.3,-1.6,-0.9,6.8,-2.0,17.7,0.1
COc1cc(Br)ccc1C1CC(=O)C(C)C(c2ccc(Br)cc2OC)N1 (centres undefined),-1.5,-9.4,-2.9,-0.6,13.1,i,-13.0,-2.1,1.9,-3.7
O=c1c2ccccc2nc(SCc2ccc(F)cc2Cl)n1CCCN1CCOCC1,-1.5,-3.5,-11.4,-0.4,5.6,i,7.2,-2.9,26.3,x
CSc1ccccc1OC1CCN(Cc2ccccc2)CC1,1.4,-9.7,13.9,2.8,5.4,-1.5,-3.8,1.3,2.6,2.8
CC(C)(C)c1cc(C(=O)NNC(=O)Nc2cccc(Cl)c2)n(Cc2ccccc2)n1,2.9,-17.9,-20.9,1.8,-4.9,i,2.4,-2.6,-4.9,x
O=c1c2ccc([N+](=O)[O-])cc2ncn1CCOc1cccc(Br)c1,2.1,5.6,12.2,1.4,13.0,-1.1,14.3,2.3,-11.4,x
O=C(COC(=O)c1cc(Cl)ccc1Cl)Nc1ccc2[nH]c(=O)[nH]c2c1,x,3.0,-6.6,-0.3,6.2,i,-14.2,3.6,x,-1.6
COc1cc(C2(O)CCCCC2C)cc(OC)c1OC (centres undefined),-2.3,4.3,5.0,1.0,1.1,-0.2,6.2,0.9,-4.8,x
COCCn1c(SCC(=O)Nc2ccc3c(c2)CCC3)nc2ccccc2c1=O,-0.7,4.2,-3.5,-0.1,6.2,i,-2.0,-0.7,-0.8,-0.6

# As entered above:
# O=[N+]([O-])c1ccc(Oc2cccc3cccnc23)c(Cl)c1 in Rv3671c protease → 4.1
# COCCn1c(SCC(=O)Nc2ccc3c(c2)CCC3)nc2ccccc2c1=O in BioA inh → -0.6
# O=C1/C(=C\c2ccco2)SC(=S)N1C1CCCCC1 in Rv3671c protease → -2.3
# C=CCc1cc(C)ccc1OCCOCCC(C(=O)OCC)C(=O)OCC in Mtb FBA inh → 1.4

# (next part)
SMILES,SARS 3CLpro inh,Rv3671c protease,PriA SSB inh,Mtb UGM inh,GDH-TPI inh,BH1578 lux ind,MazF activator,Mtb FBA inh,VHR inh abs,BioA inh
COc1ccc(C(=O)NCC(c2cccs2)N2CCOCC2)cc1OC (centres undefined),x,-2.1,-4.9,-0.2,4.0,i,2.9,1.3,x,1.3
Cc1cc(NC(=O)CCC(=O)N(C2CC2)C(C(=O)NC(C)(C)C)c2ccccc2Cl)no1 (centres undefined),-3.3,-6.8,9.9,-2.8,5.2,-0.4,-1.6,-1.4,16.6,0.0
COc1ccccc1C1=NOC(Cn2c(NCC3CCCO3)nc3c2c(=O)n(C)c(=O)n3C)C1 (centres undefined),-3.2,-2.9,-2.2,-1.7,-14.5,i,-4.8,2.4,9.3,-0.2
COc1ccc(CN2CCNC(=O)C2CC(=O)N(C)CCC2CCOCC2)cc1OC (centres undefined),-2.6,0.0,-2.7,0.2,2.7,-0.4,6.5,-6.5,12.9,1.5
Nn1cnc2c(ncn2C2OC(CO)C(O)C2O)c1=O (centres undefined),x,x,x,x,0.0,-0.3,x,-0.3,x,-1.3
Cc1cccc(C(=O)OCC(=O)NC(C)CCc2ccccc2)c1 (centres undefined),-0.3,-1.2,0.4,-1.2,-4.3,-0.8,1.3,0.2,33.3,x
CC(CC(=O)Nc1cccc(F)c1)S(=O)(=O)c1ccc2c(c1)NC(=O)CO2 (centres undefined),-1.8,1.1,4.7,-3.2,1.7,i,1.2,2.1,2.8,-1.6
Cc1ccc(NC2CCCN(C(=O)c3ccoc3)C2)cc1C (centres undefined),2.2,7.0,-1.6,4.0,7.7,2.1,-12.9,0.2,0.4,-0.5
NC(=O)c1nn(CC(=O)Nc2cccc(S(=O)(=O)N3CCCCCC3)c2)c(=O)c2ccccc12,x,-30.1,2.2,-0.7,7.4,-1.1,3.0,-0.1,x,1.5
COc1cccc(CN2CCC(C(=O)NC(c3ccc4c(c3)OCO4)c3ccccn3)CC2)c1 (centres undefined),x,x,x,x,0.0,i,x,0.6,x,0.9
CSc1sc(C(=O)NCC2CC2)c2c1S(=O)(=O)N(C)c1ccccc1-2,-3.5,-0.2,-5.8,0.9,-6.4,i,-9.1,-0.2,21.0,x
CCCCOC(=O)n1c(SCC(=O)N(C)C)nc2ccccc21,5.0,12.3,-11.1,0.4,-6.2,-0.1,-1.7,8.2,17.4,2.5
COc1cccc(NC(=O)C(Sc2nnnn2C)c2ccccc2)c1 (centres undefined),2.2,7.6,-5.8,-0.5,-5.4,-0.2,2.9,-1.0,13.1,x
COc1ccc(S(=O)(=O)N(C)C[C@H]2OCc3cn(nn3)CCCC(=O)N([C@H](C)CO)C[C@@H]2C)cc1,x,x,x,x,6.2,i,1.7,4.0,x,0.0&-1.3&-1.3
Cc1cccc2sc(N(CCCN(C)C)C(=O)c3nc4ccccc4s3)nc12,-3.8,4.7,51.0*,-2.0,11.1,-0.4,17.6,1.1,-5.7,-0.4
CC(=O)c1ccc(NC(=O)CCS(=O)(=O)c2ccc3c(c2)n(C)c(=O)c(=O)n3C)cc1,6.9,-0.7,4.9,0.9,3.0,-0.2,16.2,-0.7,25.2,-0.1
O=C(NC1CCCN(Cc2ccc(Cl)cc2)C1)c1ccccc1C(F)(F)F (centres undefined),0.3,-2.6,3.5,-0.5,8.9,i,-2.3,-0.7,12.2,-0.6
CC1CCc2nc3ccc(S(=O)(=O)N4CCC(C(=O)NC5CCCC5)CC4)cc3c(C(=O)O)c2C1 (centres undefined),-1.2,x,-14.0,x,14.1,-0.1,1.5,0.0,-24.4,0.5
CCN1C(=O)[C@H]2[C@H]3CN=C(SC)N3[C@@](C)(C(=O)OC)[C@H]2C1=O,x,x,-10.2,x,7.3,-1.9,8.3,-0.4,x,-0.8
Cc1ccc2cc(CN(CC3CCCO3)C(=O)Nc3ccccc3F)c3nnnn3c2c1 (centres undefined),2.8,0.9,-14.7,0.1,4.2,-0.3,-5.7,-0.5,16.0,x
Cn1ncc(Cl)c1C(=O)NC(=S)Nc1sc2c(c1C#N)CCCCC2,0.6,13.2,-15.6,1.6,13.0,x,0.0,0.3,13.2,1.3
O=C(O)c1ccccc1C(=O)N1CCN(C(=O)c2ccccc2Cl)CC1,3.3,-3.0,-4.0&-2.6,0.1,4.1,0.8,-3.4,1.0,-7.4,x
CCn1cc(S(=O)(=O)c2ccc(OC)cc2)c(=O)c2cc(OC)ccc21,-5.1,-4.5,2.1,3.4,7.6,-0.3,4.0,3.2,21.1,5.1
OC(CNCCc1ccccc1)COc1ccc(OCC(O)CNCCc2ccccc2)cc1 (centres undefined),2.9,3.0,15.8,-0.2,9.0,3.3,11.2,-1.7,33.1,-0.6
COc1cccc(CNC(=O)CSc2ccc(-c3ccncc3)nn2)c1,-4.5,2.9,x,3.7,x,x,x,x,38.2,x

# A second format for some results above:
# Below each compound – SARS 3CLpro inh, Rv3671c protease, PriA SSB inh, Mtb UGM inh, GDH-TPI inh, BH1578 lux ind, MazF activator, Mtb FBA inh, VHR inh abs, BioA inh
OC(CNCCc1ccccc1)COc1ccc(OCC(O)CNCCc2ccccc2)cc1 (centres undefined)
    2.9, 3.0, 15.8, -0.2, 9.0, 3.3, 11.2, -1.7, 33.1, -0.6
CCn1cc(S(=O)(=O)c2ccc(OC)cc2)c(=O)c2cc(OC)ccc21
    -5.1, -4.5, 2.1, 3.4, 7.6, -0.3, 4.0, 3.2, 21.1, 5.1

# The list goes on.
SMILES,SARS 3CLpro inh,Rv3671c protease,PriA SSB inh,Mtb UGM inh,GDH-TPI inh,BH1578 lux ind,MazF activator,Mtb FBA inh,VHR inh abs,BioA inh
O=C(CCN1C(=O)C2C3C=CC(C3)C2C1=O)NCc1cccnc1 (centres undefined),-0.8,3.3,-1.5,2.9,15.4,i,-5.5,1.4,2.9,-1.9
COc1ccc(CN(CC2CCC(C(=O)O)CC2)C(=S)Nc2cc(Cl)ccc2OC)cc1 (centres undefined),7.8,5.3,0.2,-5.9,4.1,-1.6,-3.9,6.2,29.5,x
Cc1ccc(OCC(O)CNCc2ccc(F)cc2)cc1 (centres undefined),-2.0,-0.8,-7.0,-3.0,-8.2,-0.5,4.2,0.9,-2.6,0.1
O=C(/C=C/c1ccccc1)Oc1ccccc1C(=S)N1CCOCC1,1.8,5.0,-1.2,2.4,-2.9,-0.4,-3.1,-1.1,11.0,x
O=C(Nc1nccs1)C1CC(=O)N(c2ccc(Cl)cc2)C1 (centres undefined),-1.2,-4.0,-4.3,0.6,2.4,-0.3,-10.8,-2.5,-11.4,-0.4
Cc1ccc(NC(=S)NC2CCSc3ccccc32)cc1 (centres undefined),2.1,-4.8,2.9,-0.8,9.0,-3.1,5.9,3.2,1.9,-1.0
C=CCc1cc(C)ccc1OCCn1ccnc1,-5.3,2.6,-29.2,0.7,12.2,-1.3,7.1,3.5,22.3,0.1
CCc1nc2sc3ccccc3c(=O)c2c(=O)n1Cc1ccco1,-3.4,0.9,-10.2,0.3,11.9,-0.1,3.9,-2.2,29.0,x
Cc1ccc(C(=O)Oc2cc(N)n(S(=O)(=O)c3ccc(C)cc3)n2)cc1,4.6,-18.1,-7.4&2.0,-5.0,13.2,-2.7,6.3,5.9,22.5,x
